High-throughput results as filed in PubChem BioAssay.
MOR-DOR inv ag: inverse agonist of human OPRM1-OPRD1 heterodimerization | actives 0.21% (n = 340,000) | inhibition, % at 9.3 µM | cell-based MOR-DOR heterodimer luminescence, inverse agonism | AID 504357 | P35372+P41143; in the data active = inhibition above about 22%, passing the limit was not always enough;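 also: 0% = cells with DMSO and 100% = wells without cells with DMSO; values of inactives mirror those of a sister screen read the other way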
RTF Ca sens act: increases calcium sensitivity of human cardiac regulated thin filaments | actives 0.24% (n = 340,000) | P19429+P45379 | AID 493008 | activation, % at 7.2 µM | IANBD-labeled TnC RTF fluorescence at EC20 calcium; 0% EC20 calcium, 100% full calcium;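 active = activation above the mean over all tested compounds plus 3 SD, cut at about 30% in these data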;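 also: rise in fluorescence read as greater calcium sensitivity of cardiac thin filaments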
V-ATPase pH: alters yeast V-ATPase proton transport; actives 0.37% (n = 350,000); response, % at 10 µM; S. cerevisiae, pHLuorin cytosolic pH fluorescence; in the data active = response mostly above about 7.3%, no sharp cut-off; inactive = mostly below about 5.4%; also: actives read high; inactives centre near 0; some compounds called inactive have numbers as strong as hits; reference of the scale not given here
DSG3 Ab inh: human desmoglein-3 autoantibody binding inhibition; DSG3-coupled beads, scFv-anti-DSG3-GFP binding, flow cytometry; hits give low values; actives 0.48% (n = 310,000); P32926; AID 588358; binding (percent of control), % at 10 µM;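 active = binding more than 3 SD below its plate's average and above zero; inconclusive = below that plate limit but binding exactly zero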;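 also: hits lower antibody fragment binding to DSG3; some compounds called inactive have numbers as strong as hits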
Target sequence (P32926 whole entry, looked up, the tested form may be a part): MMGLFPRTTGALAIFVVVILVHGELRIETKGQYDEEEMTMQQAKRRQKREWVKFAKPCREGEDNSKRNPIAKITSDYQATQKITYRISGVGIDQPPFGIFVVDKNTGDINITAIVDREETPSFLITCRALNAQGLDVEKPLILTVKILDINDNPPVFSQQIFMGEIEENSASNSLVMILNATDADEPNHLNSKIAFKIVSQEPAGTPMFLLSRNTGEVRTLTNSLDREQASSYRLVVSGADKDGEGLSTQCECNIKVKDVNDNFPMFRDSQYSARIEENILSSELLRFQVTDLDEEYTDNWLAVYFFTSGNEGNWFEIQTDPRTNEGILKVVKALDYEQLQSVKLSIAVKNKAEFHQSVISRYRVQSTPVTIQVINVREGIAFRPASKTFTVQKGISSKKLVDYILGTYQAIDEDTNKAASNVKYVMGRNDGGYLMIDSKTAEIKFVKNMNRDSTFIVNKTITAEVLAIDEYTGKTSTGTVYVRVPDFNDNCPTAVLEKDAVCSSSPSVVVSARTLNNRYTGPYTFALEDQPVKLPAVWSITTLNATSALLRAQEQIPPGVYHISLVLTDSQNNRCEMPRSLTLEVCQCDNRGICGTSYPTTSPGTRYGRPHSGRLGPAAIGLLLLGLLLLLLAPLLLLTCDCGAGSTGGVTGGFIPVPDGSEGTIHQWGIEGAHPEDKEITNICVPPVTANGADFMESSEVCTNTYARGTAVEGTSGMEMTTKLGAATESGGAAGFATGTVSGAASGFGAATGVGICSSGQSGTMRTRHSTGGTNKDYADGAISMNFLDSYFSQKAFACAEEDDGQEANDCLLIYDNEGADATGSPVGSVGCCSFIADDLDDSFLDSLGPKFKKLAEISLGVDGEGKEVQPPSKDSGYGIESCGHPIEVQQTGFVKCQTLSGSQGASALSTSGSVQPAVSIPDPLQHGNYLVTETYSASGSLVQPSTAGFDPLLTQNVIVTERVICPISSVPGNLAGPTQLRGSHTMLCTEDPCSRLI
RTF Ca sens inh: cardiac RTF calcium desensitization; IANBD-labeled cardiac RTF, Ca2+ fluorescence; inhibition, % at 7.15 µM; actives 0.12% (n = 340,000); AID 493244;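 active = inhibition above the mean inhibition of all tested compounds plus 3 SD, cut at about 17% in these data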;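 also: assay run at fixed EC70 calcium of 1.6 mM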
Arr AP2 block: blocks beta-arrestin peptide binding to AP2 adaptin. FITC-arrestin peptide / GST-AP2 beads, flow cytometry; AP2 beta2 appendage carries R879A mutation. inhibition, % at 10 µM. actives 0.31% (n = 340,000);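 active = inhibition above a set limit, near 3 SD of compounds lacking own fluorescence, cut at about 54% in these data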;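 also: plate controls were DMSO wells for no effect and 5 µM unlabelled arrestin peptide for full effect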
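System: GST-AP2 R879A glutathione beads; medium: PBS, Tween 20 0.05%, BSA 0.1%; reagent: fluorescein-tagged arrestin peptide at 50 nM final; schedule: pre-incubation 12 min, peptide binding 1 h, room temperature; detection: flow cytometry, FL1 (488/535 nm); read-out: inhibition as reduced fluorescein signal on beads, percent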
OPRM1-OPRD1 ag: OPRM1-OPRD1 heterodimerization agonism; P35372+P41143; cells, luminescence; activation, % at 9.3 µM; actives 0.3% (n = 340,000); in the data active = activation above about 18%;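 also: 0% = vehicle-treated cells and 100% = reference agonist; values of inactives mirror those of a sister screen read the other way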
LANA DNA inh: KSHV C-LANA DNA binding inhibition; AID 504423; inhibition, % at 9 µM; MBP-C-LANA/FAM-LBS DNA binding, fluorescence polarization; actives 0.078% (n = 340,000);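 active = highest replicate inhibition at or above 60% at 9 µM, even if other replicates fall short; inactive = all replicates below 60% inhibition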;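 also: 0% = neutral control wells and 100% = 4 µM acridine orange control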
Keap1 Nrf2 FP: disrupts human Keap1 binding to Nrf2 peptide. Keap1 Kelch-Nrf2 peptide fluorescence polarization, 1536-well. inhibition, % at 9.4 µM. actives 0.15% (n = 340,000). AID 504523; in the data active = inhibition above about 12%; inconclusive = no clear call, values can overlap the other calls; inactive = below about 7.3%;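 also: human Keap1 Kelch domain with fluorescein labeled Nrf2 9mer peptide probe; 0% = neutral control wells and 100% = peptide positive control; higher means more block of Keap1 binding to Nrf2 peptide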
Wnt act: activates Wnt/beta-catenin signaling in a reporter cell assay | activator, plate reader | activation, % at 9.35 µM | actives 1.2% (n = 300,000) | AID 743398; in the data active = activation above about 30%, passing the limit was not always enough; inconclusive = no clear call, values can overlap the other calls;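 also: 0% = neutral control wells and 100% = positive control wells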
* hit, by the source's call; ? = inconclusive; nt = not tested or not shown.

SMILES	MOR-DOR inv ag	RTF Ca sens act	V-ATPase pH	DSG3 Ab inh	RTF Ca sens inh	Arr AP2 block	OPRM1-OPRD1 ag	LANA DNA inh	Keap1 Nrf2 FP	Wnt act
CCOC(=O)N1CCN(C(=O)CCSc2ccccc2)CC1	15	-6	5	nt	-13	26	-2.5	0.6	1	?
CN(C)/C=N/C(=S)Nc1ccc(Cl)cc1	14	2	-2	94	-5	3	-2.8	4.0	1	23
COc1cccc(CNC(=O)COC(=O)C2CC3CCCC(C2)C3=O)c1 (centres undefined)	0	1	1	97	-7	-16	-0.1	1.3	3	-1
Cc1ccc(S(=O)(=O)N2CCC(C(=O)NC3CCCC3)CC2)cc1Cl	-7	12	-5	133	0	0	0.8	-0.2	-2	-1
O=C(CSc1nc2ccccc2s1)N1CCOCC1	7	6	-2	105	-4	-6	-1.4	-1.9	3	nt
O=C(NCc1ccco1)C1CCN(S(=O)(=O)N2CCOCC2)CC1	0	-2	0	101	-4	6	0.0	0.1	2	2
CC(=O)NS(=O)(=O)c1cccnc1Nc1ccc(Cl)cc1	16	-1	-2	105	-4	6	-3.7	0.0	-1	nt
C[C@@]12CCC=C[C@H]1[C@H](c1ccoc1)N(Cc1ccccc1)C2=O	15	0	4	97	5	6	-2.8	-0.2	-12	-2
CCC(C)c1ccccc1NC(=O)c1cc2cccc([N+](=O)[O-])c2[nH]1 (centres undefined)	nt	nt	3	100	nt	20	nt	nt	nt	5
CC(C)=CCN1CCN(CC#Cc2ccccc2)CC1CCO (centres undefined)	17	4	0	95	1	-20	-3.2	-0.7	-3	14
Cc1cc(C(=O)Cn2cc(C(F)(F)F)ccc2=O)c(C)n1CC1CCCO1 (centres undefined)	-7	-1	0	nt	-5	0	1.6	0.2	-3	0
O=C(Nc1ccc(S(=O)(=O)NCc2ccccc2)cc1)c1ccc(Br)o1	-14	7	0	103	-1	6	3.1	-1.3	-1	nt
CCCC1OC2CC3C4CCC5=CC(=O)C=CC5(C)C4C(O)CC3(C)C2(C(=O)O)O1 (centres undefined)	11	0	-3	104	-5	-20	-2.2	0.7	1	-1
CCC(=O)N1N=C(c2ccc(C)o2)CC1c1ccc(N(C)C)cc1 (centres undefined)	2	2	4	100	-1	-23	-0.5	1.2	-3	12
CC(=O)Nc1nonc1NC(=O)CSC1=NCCS1	16	-4	4	100	2	1	-2.6	0.2	-10	nt
O=C(Nc1ccccc1Cl)Nc1cccnc1Cl	2	0	-3	100	-6	-6	-0.4	-0.9	1	2
CCOC(=O)C1=CN(Cc2ccco2)S(=O)(=O)NC1c1cccc(OC)c1 (centres undefined)	15	2	-4	108	-6	13	-3.0	0.9	-9	-2
O=C(Nc1ccccc1)C1=C[C@H](c2coc3ccccc3c2=O)C[C@H](OCc2ccc(CO)cc2)O1	8	3	4	103	-3	3	-1.3	0.0	3	-2
COc1ccc(C(C(=O)NC2CCCC2)N(Cc2cccnc2)C(=O)c2snc(C(N)=O)c2N)cc1 (centres undefined)	13	1	2	112	13	10	-2.3	1.2	-1	-1
COCCCNC(=S)NNC(=S)Nc1ccc(OC)cc1	nt	nt	0	93	nt	-4	nt	16	-21	0
O=C(Nc1ccn(Cc2ccc(Cl)cc2)n1)c1ccc2c(c1)OCO2	5	5	-2	101	-6	-9	-0.9	-0.4	4	nt
COc1cccc(OCCNC(=O)CSc2ccc(C(F)(F)F)cc2[N+](=O)[O-])c1	-15	8	1	91	-3	6	3.0	-1.5	-4	nt
COc1ccccc1C1CCN(Cc2ccc(Cl)cc2Cl)CC1	5	-1	-3	97	-4	-11	-1.2	0.0	-5	0
CCOCCCNC(=O)c1ccc(N2CCOCC2)c(NS(=O)(=O)c2ccc(OC)cc2)c1	11	3	-1	98	-5	10	-2.1	-1.5	-1	-2
CCn1cc(C(=O)NCCc2ccc(Cl)cc2)c(=O)c2cc(S(=O)(=O)N(C)C)ccc21	-1	-1	-3	104	-10	4	0.2	nt	nt	0
SMILES	MOR-DOR inv ag	RTF Ca sens act	V-ATPase pH	DSG3 Ab inh	RTF Ca sens inh	Arr AP2 block	OPRM1-OPRD1 ag	LANA DNA inh	Keap1 Nrf2 FP	Wnt act
CCN(c1ccccc1)S(=O)(=O)c1ccc(NC(=O)C(C)(C)C)cc1	10	-4	2	101	3	3	-1.9	1.0	4	nt
O=C(Oc1ccccc1)c1ccc(COC(=O)c2cnccn2)cc1	6	1	4	108	3	-8	-1.0	0.9	-2	nt
C(=N\Nc1nc2ccccc2[nH]1)/c1ccccn1	6	9	3	99	3	2	-1.2	-1.4	-6	21
CC(=O)c1ccc(OCC(O)CN2C(C)(C)CC(O)CC2(C)C)cc1 (centres undefined)	9	2	2	98	-5	-2	-1.5	-2.0	0	-4
CCCCC(Sc1nc(N)c(NC(=O)c2ccc(OC)cc2)c(=O)[nH]1)C(=O)O (centres undefined)	13	-3	-4	85	2	-8	-2.0	0.0	-2	-2
Cc1cc(N2C(=O)C3CC=CCC3C2=O)no1 (centres undefined)	12	4	-3	103	-1	22	-2.0	-0.2	1	-3
CCOc1cc(/C=N/NS(=O)(=O)c2ccc(OC)cc2)ccc1OCCN1CCOCC1	-4	-1	-2	95	-1	0	0.6	-1.3	0	-9
COc1ccc(C(=O)Nn2c(C3CCC3)nc3ccccc3c2=O)c(OC)c1	13	2	2	100	1	10	-2.5	1.1	0	-2
COC(=O)CCCC(=O)Nc1ccc(Br)cc1	-1	7	0	103	9	6	0.2	0.3	2	1
CC(=O)NNc1cccc(Cl)n1	26	-4	0	98	4	-6	-5.6	-1.8	2	nt
COc1cccc(N2[C@@H](CC(C)=O)c3cc(C(F)(F)F)ccc3S2(=O)=O)c1	1	-8	0	228	-3	3	-0.3	1.1	-4	-3
O=C(Cc1ccc(-c2ccccc2)cc1)NCc1cccnc1	16	-3	0	92	0	-5	-3.4	-1.4	-4	6
CCc1nc(C)cc2c1sc1ccccc12	nt	nt	2	98	nt	35	nt	nt	nt	0
O=C(CNC(=O)c1ccccc1Br)N/N=C/c1ccco1	-7	-3	-4	99	2	21	0.8	-1.6	1	0
C#CCOCCOCCOCCNc1nc(N2CCN(C(=O)CCCCCCCCCCNC(=O)Cn3cc(CCCCCN)nn3)CC2)nc(N2CCN(C(=O)CCCCCCCCCCNC(=O)[C@H]([C@@H](C)CC)n3cc(CCCCCN)nn3)CC2)n1	-1	-1	1	109	3	-5	0.2	-15	-19	nt
O=C(Nc1cccc(C(F)(F)F)c1)c1ccco1	6	-1	0	106	7	4	-1.3	0.2	-2	2
C(=C\c1ccccc1)/CN1CCN(c2ncnc3c2oc2ccccc23)CC1	-34	2	1	106	-2	24	6.3	1.9	-3	nt
COc1ccc(O)c(C(=O)c2cnc3nc4ccccc4n3c2)c1	-6	-3	2	110	-14	10	1.0	-1.3	1	nt
CC(C)(C)c1ccc(C(=O)Nc2ccccc2C(=O)NCCN2CCOCC2)cc1	-15	2	-1	nt	-9	35	2.9	0.4	0	1
COc1ccc(NS(=O)(=O)c2cccc(C(=O)NNC(=O)c3ccc(=O)[nH]c3)c2)cc1	20	-3	-2	99	-2	10	-5.0	-0.9	-2	-1
CC1CCN(Cc2c(C(=O)N/N=C/c3cccc(Cl)c3)nnn2-c2nonc2N)CC1	-20	-4	2	98	0	12	3.8	0.0	-4	1
Cc1c(NS(=O)(=O)c2cccc(C(=O)NCc3ccncc3)c2)c(=O)n(-c2ccccc2)n1C	19	-4	1	102	-7	-6	-3.8	2.3	-2	nt
COc1c2c(nc3occc13)C(CCC(C)(C)O)(OC)C(O)CC2 (centres undefined)	-19	4	-2	nt	-1	0	3.2	nt	-1	0
CCn1cc(CN2CCCC(CO)(Cc3cccc(Cl)c3)C2)cn1 (centres undefined)	4	6	13*	91	-6	22	-0.9	-3.9	0	1
Cc1nc(C)c(C(=O)Nc2nc3c(C)cccc3s2)o1	3	3	-1	96	-7	2	-0.5	2.5	2	-5
CC(C)c1ccc(C(CC(=O)O)N2Cc3ccccc3C2=O)cc1 (centres undefined)	0	-5	1	89	0	5	0.0	-1.9	0	-4
Cc1c(C(=O)N2CCN(c3ncccn3)CC2)oc2ccc(F)cc12	8	6	2	nt	-4	-1	-1.6	-1.1	3	2
CCOC(=O)CP(=O)(c1ccccc1)c1ccccc1	-36	-6	0	106	-3	30	6.3	1.5	1	nt
O=C(CN1C(=O)NC2(CCc3ccccc32)C1=O)c1ccc2c(c1)OCCO2 (centres undefined)	21	3	2	104	-2	-7	-3.5	2.8	-5	4

Structures above that bear a hit mark in V-ATPase pH.
Structure,MOR-DOR inv ag,RTF Ca sens act,V-ATPase pH,DSG3 Ab inh,Arr AP2 block,OPRM1-OPRD1 ag,LANA DNA inh,Keap1 Nrf2 FP,Wnt act
CCn1cc(CN2CCCC(CO)(Cc3cccc(Cl)c3)C2)cn1 (centres undefined),4,6,13*,91,22,-0.9,-3.9,0,1

Shown with two lines to a compound: part of the list above.
Below each SMILES: MOR-DOR inv ag	RTF Ca sens act	V-ATPase pH	DSG3 Ab inh	RTF Ca sens inh	Arr AP2 block	OPRM1-OPRD1 ag	LANA DNA inh	Keap1 Nrf2 FP	Wnt act
O=C(Nc1cccc(C(F)(F)F)c1)c1ccco1
    6	-1	0	106	7	4	-1.3	0.2	-2	2
COc1ccc(O)c(C(=O)c2cnc3nc4ccccc4n3c2)c1
    -6	-3	2	110	-14	10	1.0	-1.3	1	nt
C(=C\c1ccccc1)/CN1CCN(c2ncnc3c2oc2ccccc23)CC1
    -34	2	1	106	-2	24	6.3	1.9	-3	nt
COC(=O)CCCC(=O)Nc1ccc(Br)cc1
    -1	7	0	103	9	6	0.2	0.3	2	1
Cc1c(C(=O)N2CCN(c3ncccn3)CC2)oc2ccc(F)cc12
    8	6	2	nt	-4	-1	-1.6	-1.1	3	2
COc1ccc(C(=O)Nn2c(C3CCC3)nc3ccccc3c2=O)c(OC)c1
    13	2	2	100	1	10	-2.5	1.1	0	-2
